Screening data from PubChem.
TAAR1 antagonist: antagonists of human TAAR1; 1.5% of 360,000 active; CHO RD-HGA16 TAAR1, Fluo-8 calcium fluorescence, antagonist; AID 624466; inhibition, % at 3 µM;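 active = inhibition above a per-plate cutoff, the mean inhibition of test compounds on that plate plus 3 SD, cut at about 49% in these data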;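 also: 0% = DMSO plus EC80 beta-PEA response and 100% = DMSO alone without agonist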
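Assay system: CHO-derived RD-HGA16 cells stably expressing human TAAR1 plus Gα16. Timing: 140 s kinetic read after compound, 140 s after agonist. Technique: kinetic Fluo-8 calcium fluorescence measurement. Measure: % inhibition of agonist calcium response.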
CHO-K1 Ca ag: nonselective activator or artifact in parental CHO-K1 cells | Fluo-8 calcium fluorescence; scaled to maximal ATP response, vehicle zero | 0.48% of 360,000 active | activation, % at 3 µM; in the data active = activation above about 15%;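 also: untransfected CHO-K1 host cells lacking M1 receptor as counterscreen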
M1 ag: activates human CHRM1 receptor; activation, % at 3 µM; 0.33% of 360,000 active; CHO-K1 hM1, Fluo-8 calcium fluorescence, agonist mode; 0% DMSO, 100% acetylcholine EC100; AID 588814; P11229;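 active = activation above the run's mean compound activation plus 3 SD, cut at about 16% in these data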;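 also: peak over basal fluorescence ratio within a 140 s kinetic read after compound addition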
Target sequence (P11229 whole entry, looked up): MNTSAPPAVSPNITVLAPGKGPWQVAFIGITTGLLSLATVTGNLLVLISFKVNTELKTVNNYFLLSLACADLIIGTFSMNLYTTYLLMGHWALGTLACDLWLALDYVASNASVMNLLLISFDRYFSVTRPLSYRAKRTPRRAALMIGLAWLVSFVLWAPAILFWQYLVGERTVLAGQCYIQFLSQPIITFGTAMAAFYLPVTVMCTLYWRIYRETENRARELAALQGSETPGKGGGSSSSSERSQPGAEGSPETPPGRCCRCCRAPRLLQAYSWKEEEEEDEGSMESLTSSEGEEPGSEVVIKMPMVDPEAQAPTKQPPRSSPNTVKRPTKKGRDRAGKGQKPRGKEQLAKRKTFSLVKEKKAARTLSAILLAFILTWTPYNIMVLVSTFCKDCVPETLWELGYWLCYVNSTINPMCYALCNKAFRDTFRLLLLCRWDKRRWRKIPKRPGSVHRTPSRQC
CHO-K1 Ca antag: nonselective inhibitor or artifact in parental CHO-K1 cells. inhibition, % at 3 µM. ATP-induced calcium, Fluo-8 fluorescence. 0.6% of 360,000 active;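 active = inhibition above a per-plate cutoff, the plate's mean sample inhibition plus 3 SD, cut at about 24% in these data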;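 also: 0% = DMSO plus EC80 ATP and 100% = DMSO alone without ATP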
TAAR1 ag: human TAAR1 agonism | Q96RJ0 | CHO RD-HGA16 TAAR1, Fluo-8 calcium fluorescence; vehicle wells 0%, saturating PEA agonist 100% | activation, % at 3 µM | 0.99% of 360,000 active;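 active = activation above the mean activation of all test compounds in the run plus 3 SD, cut at about 38% in these data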
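System: CHO-derived RD-HGA16 cells with stable Gα16 and human TAAR1. Times: 17-24 h plating, Fluo-8 75 min 37 °C, 30 min RT. Measured by: calcium-sensitive Fluo-8 signal, excitation 470-495, emission 515-575 nm. Read-out basis: % activation relative to PEA EC100 response. Control set: DMSO and PEA EC100. Repeats: no replicates (n 1).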
M1 PAM parental: M1 PAM counterscreen hit in parental CHO-K1 cells | ATP EC20, Fluo-8 calcium fluorescence; 0% at ATP EC20, 100% at ATP max | activation, % at 3 µM | 0.02% of 360,000 active;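 active = activation above the run cutoff, the mean activation of all test compounds plus 3 SD, cut at about 40% in these data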;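 also: peak over basal fluorescence ratio in a 140 s read after ATP addition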
OXTR potentiator: potentiates the human oxytocin receptor response. P30559. CHO-OTR cells, Fluo-8 calcium fluorescence, potentiator mode; 0% = oxytocin EC15, 100% = EC100. activation, % at 3 µM. 0.061% of 320,000 active;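 active = activation above that plate's cutoff, the mean activation of tested compounds plus 3 SD, cut at about 6.6% in these data, passing the limit was not always enough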;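 also: 100% uses oxytocin at 75 nM as the full agonist control; some results filed as inactive read as strong as hits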
Target sequence (P30559 whole entry, looked up): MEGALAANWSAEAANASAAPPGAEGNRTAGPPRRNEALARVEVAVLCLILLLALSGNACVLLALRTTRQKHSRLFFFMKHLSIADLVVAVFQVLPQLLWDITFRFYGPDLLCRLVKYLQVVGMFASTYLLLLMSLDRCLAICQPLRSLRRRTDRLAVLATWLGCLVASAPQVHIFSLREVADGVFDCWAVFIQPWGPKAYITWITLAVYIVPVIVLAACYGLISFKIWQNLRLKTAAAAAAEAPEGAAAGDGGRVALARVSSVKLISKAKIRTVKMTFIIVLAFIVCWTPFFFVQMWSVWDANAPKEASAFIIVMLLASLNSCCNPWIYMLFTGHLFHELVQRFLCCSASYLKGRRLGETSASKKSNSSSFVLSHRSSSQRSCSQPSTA
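assay system = CHO-OTR cells, human receptor | schedule = compound 6 min at room temperature before oxytocin, 100 s read | detection = Fluo-8 intracellular calcium fluorescence, ex 470-495, em 515-575 nm | evaluation = normalized max/min fluorescence ratio, % activation | control set = EC15 oxytocin alone as 0%, 75 nM oxytocin (EC100) as 100%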
V1aR counter: counter-screen for oxytocin receptor agonists: human V1a receptor agonists. P37288. CHO-V1R cells, Fluo-8 calcium fluorescence, agonist mode; 0% DMSO, 100% 3 nM vasopressin. activation, % at 3 µM. 0.25% of 320,000 active;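 active = activation above the mean activation of all tested compounds plus 3 SD, per screening run, cut at about 20% in these data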;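 also: signal is peak over basal fluorescence ratio across a 100 second FLIPR read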
CHO parental Ca: counter-screen: ATP calcium response change in parental CHO cells; parental CHO-K1, ATP-induced calcium, Fluo-8 fluorescence; inhibition, % at 5.6 µM; 0.63% of 330,000 active;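 active = inhibition above that plate's mean sample inhibition plus 3 SD, cut at about 26% in these data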;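 also: 0% = ATP-challenged DMSO wells and 100% = DMSO wells without ATP; some compounds past the cut are filed as inactive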
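Material – parental CHO cells · Reagent – ATP stimulus · Compound – single nominal dose of 5.6 µM per compound · Detection – Fluo-8 fluorescence · Read-out basis – percent inhibition of calcium signal · Controls – ATP-challenged DMSO wells low, unchallenged DMSO wells high · Repeats – no replicates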
An asterisk follows results filed as active; . = no result given. Outcome played no part in choosing rows; 3.3% or so of the library scored in one or more.

SMILES	TAAR1 antagonist	CHO-K1 Ca ag	M1 ag	CHO-K1 Ca antag	TAAR1 ag	M1 PAM parental	OXTR potentiator	V1aR counter	CHO parental Ca
O=c1ccc(=O)n(CCc2ccccn2)[nH]1	1	0.4	-2	-8	0	6	.	.	.
CSc1nc(N)n(-c2cc(C(F)(F)F)ccn2)n1	-22	-0.2	-2	-3	-1	5	-1	0.4	-19
CCC(C)(C)NC(=O)C1c2ccccc2Oc2ccccc21	-9	0.6	-5	-12	0	26	-14	-0.3	41*
NC(=O)c1cc(S(=O)(=O)N2CCOCC2)ccc1N1CCCC1	-19	1.0	0	-7	1	10	4	0.8	6
Cc1onc(-c2ccccc2)c1C(=O)N/N=C/c1cccs1	4	0.7	-3	-3	1	0	6	-0.3	-7
COCCn1c(SCC(=O)Nc2cc(C)nn2-c2ccccc2)nnc1-c1ccncc1	-22	3.7	-3	3	0	8	-3	-0.5	-11
Fc1ccc(N2CCN(Cc3nnc(-c4ccccc4)o3)CC2)cc1	-2	0.5	-5	-2	0	16	-4	5.9	-6
CC(C)C(NC(=O)c1ccccc1NC(=O)c1ccccc1)C(=O)NCCCn1ccnc1 (configuration not stated)	.	-0.5	0	-6	.	7	-7	-0.4	4
O=C(Nc1ccnn1C1CCN(C2CCCCC2)CC1)c1cccc(F)c1	-21	-0.3	-12	-20	0	-9	.	.	.
CC(C)n1cc(C(=O)N2CCCC(N3CCN(c4cccc(Cl)c4)CC3)C2)cn1 (configuration not stated)	-23	0.9	-6	-12	0	15	.	.	.
COc1cc(CNc2nnnn2C)ccc1OCc1ccc(F)cc1Cl	-5	0.6	-9	-4	2	21	-7	-0.4	-6
CC(=O)Nc1ccc(S(=O)(=O)NCC(=O)NC(C)c2ccc(S(N)(=O)=O)cc2)cc1 (configuration not stated)	-21	0.4	-3	-2	3	-7	-1	1.6	-3
COc1ccccc1CNC(=O)C1CC(=O)N(C2CCCC2)C1 (configuration not stated)	-14	0.3	-2	-4	1	3	4	-0.1	-11
Cn1c(SCC(=O)NC2CC2)nnc1-c1ccccc1	-24	0.5	0	12	1	4	-6	0.5	-7
Cc1cc(Nc2cc(Cl)cc(Cl)c2)nc(N)n1	1	2.7	-2	-4	5	6	-1	1.2	-15
O=C(NCC(F)(F)F)c1ccc2sc([C@H]3C[C@H](O)[C@@H](CO)O3)nc2c1	-20	0.5	-2	-11	8	20	.	.	.
CC1CN(CCCOc2ccc([N+](=O)[O-])cc2)CC(C)O1 (configuration not stated)	-14	1.1	-8	1	3	14	-4	-0.2	-7
CCN=C1NN=C(c2c[nH]c3ccccc23)CS1	16	-0.8	-12	14	8	-2	-1	0.1	-10
C=CCn1c(SCC(=C)C)nc2c1c(=O)[nH]c(=O)n2C	-7	1.5	-3	-2	0	12	-7	-0.6	-7
C(=N\n1cnnc1)/C1CCCCC1	-9	-0.6	1	10	0	-7	-7	0.0	-11
CC(C)(C)C(=O)NC(Nc1cccc2cccnc12)C(Cl)(Cl)Cl (configuration not stated)	9	-0.6	-3	7	3	-6	-4	-1.6	-15
CCOC(=O)c1ccc(NC(=O)CCCN2C(=O)NC3(CCCC3)C2=O)cc1	3	1.2	-3	-12	4	16	2	0.0	-21
CCN(CC(=O)NCc1ccc(Cl)cc1)C(=O)NCc1ccc(Cl)cc1	4	1.9	-8	-24	-2	25	-1	0.5	-14
COc1ccc(NC(=O)CCNC(=O)c2ccc([N+](=O)[O-])cc2)cc1S(=O)(=O)N1CCOCC1	-32	1.0	-4	2	1	9	.	.	.
[O-][n+]1ccccc1SC/C=C/c1ccccc1	1	-0.2	-2	9	4	1	-3	0.9	0
Cc1ccc(Cl)cc1N1CCN(C(=O)Cc2c(C(=O)O)[nH]c3ccc(Cl)cc23)CC1	3	3.1	-10	1	19	14	1	-0.7	12
O=C(NC1CC1)C1=C[C@@H](c2ccccc2)C[C@@H](OCc2ccc(CO)cc2)O1	-2	0.5	-4	-8	11	4	-10	1.1	-32
O=C(COc1ccccc1)Nc1ccncc1	21	2.9	0	-8	1	9	-11	3.0	16
Cc1nn(Cc2ccccc2)c(C)c1C(=O)Nc1ccc(N2CCOCC2)cc1	0	0.4	-2	11	3	-8	-9	0.0	3
C[N+]1(CCNC(=O)/C=N/O)CCCCC1	-9	0.2	-6	-4	1	6	-6	0.9	-4
CC(C)Oc1cc(F)ccc1-c1cc(C(=O)NCc2cccs2)[nH]n1	-4	2.8	-6	11	-3	3	.	.	.
COc1ccc(N2CCN(CCNC(=O)c3ccc4nc5ccccc5c(=O)n4c3)CC2)cc1	-4	3.4	-5	-8	0	-7	.	.	.
COCCNC(=O)c1ccc(CN2CCOCC2)cc1	3	0.2	0	-2	18	13	-9	1.1	5
C[C@@H]1CN([C@@H](C)CO)C(=O)CCCn2nncc2CO[C@@H]1CN(C)S(=O)(=O)c1cn(C)cn1	-16	0.2	-2	9	2	-3	.	.	.
COc1cc(C(CC(=O)Nc2cccc(C)n2)N2Cc3ccccc3C2=O)cc(OC)c1OC (configuration not stated)	-15	0.7	-5	-14	4	11	-6	-0.7	-11
COc1ccc(-c2cc(C)no2)cc1S(=O)(=O)NCCCN(C)Cc1ccccc1	-23	0.8	-6	-28	0	9	-4	-0.5	-20
O=C(Nc1cccnc1)c1noc2c1CCCCC2	.	0.4	-8	-7	.	9	0	0.8	-19
O=C(Nc1ccc(Cl)c(C(F)(F)F)c1)NC1CC2CCCC(C1)N2Cc1ccccc1 (configuration not stated)	-6	.	.	.	32	.	-28	12	37*
O=c1c2nnn(-c3ccc(Br)cc3)c2ncn1Cc1ccccn1	-23	0.4	-2	-16	1	15	-5	1.7	-8
CN1CCN(S(=O)(=O)c2ccc(Nc3cccc(Cl)c3)c([N+](=O)[O-])c2)CC1	-2	-0.7	-8	-7	2	3	-5	0.7	-19
O=C(Nc1nccs1)C1C2/C=C\CCCCC21 (configuration not stated)	0	-0.1	1	10	-1	-7	-8	-0.1	-23
O=C(CN1C(=O)COc2ccccc21)NCCCN1CCOCC1	-5	0.1	-6	-14	-1	4	-1	1.6	-4
COc1cccc(Nc2nc(N)c([N+](=O)[O-])c(N3CCOCC3)n2)c1	13	4.9	0	-9	9	9	-4	1.6	-22
CCCCC1CC1C(=O)Nc1ncc2c(n1)CC(C)(C)CC2=O (configuration not stated)	-2	-0.1	-6	-2	12	16	1	-0.8	-3
O=C(O)CN1C(=O)/C(=C/c2ccc(N3CCCCC3)o2)SC1=S	-8	1.2	-2	-5	0	19	-4	1.1	-5
COCCNC(=O)CSc1nc2cc3c(cc2c(=O)n1CCCC(=O)NCCc1ccc(OC)c(OC)c1)OCO3	-8	0.8	-4	-11	2	16	-5	-0.6	-17
O=C1c2ccccc2NC(c2ccccc2F)N1NS(=O)(=O)c1ccccc1 (configuration not stated)	2	-0.2	-4	-19	-3	23	-9	-0.6	-21
CN(C(=O)CN1C(=O)S/C(=C\c2ccccc2Cl)C1=O)C1CCS(=O)(=O)C1 (configuration not stated)	-25	1.2	-11	28*	4	20	7	1.7	-17
Cc1ccc(CSc2ccc(-c3ccco3)nn2)cc1	-14	11	-7	-4	-1	13	7	0.5	-11
O=c1c2ccccc2nc(SCc2ccc([N+](=O)[O-])cc2)n1CCCO	16	0.7	-3	-5	4	-2	-8	-0.5	1
C[C@H](O)[C@@H]1CN2CCc3c([nH]c4ccccc34)[C@@H]2C[C@@H]1N(C)C(=O)OCc1ccccc1	-22	1.9	-10	12	8	8	.	.	.
O=C(NCc1ccccc1)c1cccnc1N1CCOCC1	-2	0.8	-3	-6	1	14	-6	1.2	-16
Cc1ccc(S(=O)(=O)Nc2ccc3cc([N+](=O)[O-])ccc3c2[N+](=O)[O-])cc1	34	6.0	-4	-5	1	-19	.	.	.
Cc1ccc(C2NC(C(=O)O)CS2)cc1 (configuration not stated)	-13	.	.	.	7	.	1	0.3	0
CCC(=O)Nc1ccc(Cl)c(NC(=O)c2cccc(OC)c2)c1	-12	-0.1	-3	-3	1	13	2	-0.6	-14
COc1cccc(/C=C/C(=O)OCCN2C(=O)c3ccccc3C2=O)c1	28	6.0	-2	-11	8	6	-7	3.2	-19
O=C(CSc1nnc(NC(=O)c2ccccc2F)s1)NC1CCCC1	-1	0.9	-1	-11	-3	17	-10	1.4	-11

Gathered by group: the entries above containing an aryl thioether with sulfur outside any ring (nine)
SMILES	TAAR1 antagonist	CHO-K1 Ca ag	M1 ag	CHO-K1 Ca antag	TAAR1 ag	M1 PAM parental	OXTR potentiator	V1aR counter	CHO parental Ca
CSc1nc(N)n(-c2cc(C(F)(F)F)ccn2)n1	-22	-0.2	-2	-3	-1	5	-1	0.4	-19
COCCn1c(SCC(=O)Nc2cc(C)nn2-c2ccccc2)nnc1-c1ccncc1	-22	3.7	-3	3	0	8	-3	-0.5	-11
Cn1c(SCC(=O)NC2CC2)nnc1-c1ccccc1	-24	0.5	0	12	1	4	-6	0.5	-7
C=CCn1c(SCC(=C)C)nc2c1c(=O)[nH]c(=O)n2C	-7	1.5	-3	-2	0	12	-7	-0.6	-7
[O-][n+]1ccccc1SC/C=C/c1ccccc1	1	-0.2	-2	9	4	1	-3	0.9	0
COCCNC(=O)CSc1nc2cc3c(cc2c(=O)n1CCCC(=O)NCCc1ccc(OC)c(OC)c1)OCO3	-8	0.8	-4	-11	2	16	-5	-0.6	-17
Cc1ccc(CSc2ccc(-c3ccco3)nn2)cc1	-14	11	-7	-4	-1	13	7	0.5	-11
O=c1c2ccccc2nc(SCc2ccc([N+](=O)[O-])cc2)n1CCCO	16	0.7	-3	-5	4	-2	-8	-0.5	1
O=C(CSc1nnc(NC(=O)c2ccccc2F)s1)NC1CCCC1	-1	0.9	-1	-11	-3	17	-10	1.4	-11
